Screens deposited in PubChem BioAssay by several laboratories.
NR2E3 ag-1 = activates human photoreceptor nuclear receptor NR2E3 | Q9Y5X4 | GST-NR2E3/biotin-RetCOR TR-FRET, 1536-well | inhibition of corepressor binding, % at 4.78 µM | 320,000 compounds, 0.12% hits | AID 2300;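 active = percent inhibition above the cutoff of mean plus 3 SD of all tested compounds, set per screening campaign, cut at about 20% in these data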;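 note: 0% = DMSO wells and 100% = biotin wells as full block of FRET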
Target sequence (Q9Y5X4 whole entry, looked up): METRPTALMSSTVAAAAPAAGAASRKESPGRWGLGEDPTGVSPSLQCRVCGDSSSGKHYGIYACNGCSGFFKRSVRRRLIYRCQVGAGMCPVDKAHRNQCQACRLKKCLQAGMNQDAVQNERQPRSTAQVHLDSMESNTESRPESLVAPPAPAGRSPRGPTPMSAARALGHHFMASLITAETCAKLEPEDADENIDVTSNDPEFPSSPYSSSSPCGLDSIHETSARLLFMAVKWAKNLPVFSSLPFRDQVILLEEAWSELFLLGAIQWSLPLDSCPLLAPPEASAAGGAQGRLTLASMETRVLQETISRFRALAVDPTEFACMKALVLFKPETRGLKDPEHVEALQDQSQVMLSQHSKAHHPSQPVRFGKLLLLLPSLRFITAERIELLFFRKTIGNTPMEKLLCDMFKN
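System: GST-tagged NR2E3 plus biotinylated RetCOR corepressor; Buffer or medium: pH 7.5 Tris-based buffer; Probe or stimulus: RetCOR corepressor, biotinylated, 7 nM; Doses: compound at 4.8 µM, single dose; Schedule: 5 h incubation at 4 °C; Technique: time-resolved FRET; Evaluation: percent inhibition of TR-FRET ratio; Replication: one well per compound, singlicate testing.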
HIF-2a block = blocks HIF-2a reporter activity. 360,000 compounds, 0.72% hits. AID 624352. inhibition, % at 18.8 µM. 786-0 RCC cells HIF-2a reporter, luciferase luminescence, overnight;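 active = inhibition of the luminescence signal of 40% or more relative to plate controls, in a single-dose primary screen at 18.75 µM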
MITF TRPM1 inh = reduces MITF-dependent TRPM1 promoter luciferase signal. SK-MEL-5 TRPM1 promoter luciferase, 24 h. inhibition, % at 12.5 µM. 330,000 compounds, 0.83% hits;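 active = mean inhibition across replicates of 60% or more, whatever share of single replicates reaches that level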; note: values of inactives mirror those of a sister screen read the other way
CF NFkB inh = blocks PAF-induced NF-kB reporter in cystic fibrosis cells; 360,000 compounds, 0.86% hits; KKLEB NF-kB-GFP reporter, GFP fluorescence overnight; AID 588850; inhibition, % at 5 µM;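 active = at least 50% inhibition at 5 µM, scaled per plate between neutral and stimulator controls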;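 note: PAF is a Pseudomonas aeruginosa culture filtrate used as stimulus; plate controls were PAF-stimulated DMSO wells for no effect and unstimulated DMSO wells for full effect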
hiPSC survival = increases survival of single human iPS cells; hiPSC single-cell survival, ATPlite luminescence; 100% = ROCK inhibitor wells, 0% = DMSO; survival enhancement, % at 20 µM; 360,000 compounds, 0.044% hits; AID 602274; in the data active = survival enhancement above about 18%;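 note: cells exposed to compounds for 16 hours before the ATP read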
TWEAK Fn14 block = inhibitors of TWEAK-Fn14 interaction signaling | 360,000 compounds, 2% hits | AID 1159606 | TWEAK-stimulated Fn14 reporter cells, luciferase luminescence, 8 h | inhibition, % at 10 µM; in the data active = inhibition above about 50%
Peg3 promoter = reduces Peg3 promoter-driven luciferase expression in HeLa; inhibition, % at 20 µM; 360,000 compounds, 1.7% hits; HeLa PEG-Prom luciferase reporter, luminescence, overnight;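 active = inhibition of at least 50% at 20 µM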
NR2E3 ag-2 = activates human NR2E3 receptor | CHO-S Gal4-NCOR/VP16-NR2E3 two-hybrid, luciferase | 360,000 compounds, 0.35% hits | Q9Y5X4 | AID 602229 | inhibition of corepressor binding, % at 3.98 µM;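 active = inhibition above the mean of all tested compounds plus 3 SD, cut at about 70% in these data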;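 note: 0% = DMSO with NR2E3 transfected cells and 100% = cells lacking NR2E3 construct; higher means lower luciferase signal from less NR2E3 corepressor binding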
aDG glyco up = increases alpha dystroglycan glycosylation | Pro5-aDG cells, alpha-DG glycosylation AlphaScreen (IIH6); 0% Pro5, 100% B10-LARGE cell signal | activation, % at 10 µM | 360,000 compounds, 0.22% hits | AID 624168;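 active = activation of at least 8% versus controls, or a plate z-score of at least 8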;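 note: Pro5 are CHO cells carrying HIG-tagged alpha-DG that lacks glycosylation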
Shn3 3UTR inh = reduces Shn3 3'UTR luciferase signal in osteoblasts. AID 588674. inhibition, % at 12.5 µM. Clone20 osteoblast Shn3 3'UTR firefly luciferase, 24 h. 360,000 compounds, 0.52% hits;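 active = mean inhibition of at least 75% with every replicate also reaching 75%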;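 note: 0% = median of neutral control wells and 100% = pilot-screen positive control compound; some compounds past the cut are filed as inactive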
KKLEB tox = reduces viability of KKLEB cystic fibrosis airway cells. KKLEB CF airway cells viability, ATPlite luminescence, overnight; active compounds read low; cells stimulated with P. aeruginosa culture filtrate. activity change (cytotoxicity), % at 5 µM. 360,000 compounds, 0.36% hits;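 active = corrected activity change at or below -50% at 5 µM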
The depositor's hits bear a star; nt = no result given.

The opening 3 compounds (preview)
SMILES	NR2E3 ag-1	HIF-2a block	MITF TRPM1 inh	CF NFkB inh	hiPSC survival	TWEAK Fn14 block	Peg3 promoter	NR2E3 ag-2	aDG glyco up	Shn3 3UTR inh	KKLEB tox
CN(C)CCNC(=O)c1ccc(CS(=O)(=O)c2ccc(Br)cc2)o1	-4.2	8.1	8.2	13.2	0.7	0.5	-8.4	-4.8	-0.1	-5.3	-14.8
OCCNCCO	-6.2	6.2	-1.9	-0.1	1.7	-8.9	-3.1	7.1	0.1	-9.8	-5.4
CCOC(=O)c1nn(-c2ccc3c(c2)CCN3C(C)=O)cc1O	2.2	-25.5	-3.4	-3.0	-3.3	65.3*	-8.1	-100.7	-0.2	-43.6	-1.6

This part in full (from the top)
SMILES	NR2E3 ag-1	HIF-2a block	MITF TRPM1 inh	CF NFkB inh	hiPSC survival	TWEAK Fn14 block	Peg3 promoter	NR2E3 ag-2	aDG glyco up	Shn3 3UTR inh	KKLEB tox
CN(C)CCNC(=O)c1ccc(CS(=O)(=O)c2ccc(Br)cc2)o1	-4.2	8.1	8.2	13.2	0.7	0.5	-8.4	-4.8	-0.1	-5.3	-14.8
OCCNCCO	-6.2	6.2	-1.9	-0.1	1.7	-8.9	-3.1	7.1	0.1	-9.8	-5.4
CCOC(=O)c1nn(-c2ccc3c(c2)CCN3C(C)=O)cc1O	2.2	-25.5	-3.4	-3.0	-3.3	65.3*	-8.1	-100.7	-0.2	-43.6	-1.6
O=C(c1cc(C2CC2)on1)N1CCN(c2ccccc2)CC1	0.4	-64.7	-5.6	-10.7	-0.9	-5.0	-34.0	-18.5	-0.2	-21.8	0.5
CCOc1ccc(-n2nnc3c(=O)n(CC(=O)Nc4cc(C)on4)cnc32)cc1	2.7	7.3	9.6	0.4	0.0	-37.9	10.6	4.9	0.2	-3.7	-7.3
CC1CC(C)CN(S(=O)(=O)c2ccc(Cl)cc2)C1 (stereo not drawn)	2.1	18.0	-3.9	-23.4	-0.8	3.7	13.8	-10.9	0.1	28.1	16.4
COc1ccc(NC(=O)COc2ncnc3ccccc23)cc1S(=O)(=O)N1CCOCC1	-2.3	22.1	0.4	4.8	0.2	18.2	-4.0	34.8	0.0	12.1	4.3
C=CCOc1ccc(CN(C)Cc2nc3cc(C(F)(F)F)ccc3c(=O)[nH]2)cc1	-0.3	31.1	0.4	-2.6	-0.5	-5.0	6.9	-9.9	-0.3	-0.3	-4.6
Cn1c(=O)c(=O)n(C)c2cc(S(=O)(=O)N3CCC(N4CCCCC4)CC3)ccc21	4.7	23.0	-2.9	0.6	0.6	-8.3	0.1	-10.1	-0.1	0.6	1.4
CCNc1nn2ccccc2c1/C=C(\C#N)C(=O)OCC	-2.2	-12.8	-12.3	15.2	0.1	3.0	8.8	-34.0	-0.1	-2.0	-10.4
O=C(c1cc([N+](=O)[O-])ccc1N1CCCCC1)N1CCCC1	1.1	19.4	-3.7	12.1	-0.1	-9.2	4.2	4.8	-0.3	-16.1	1.8
CC(C)Oc1cccc(C(=O)C2CCCN(C(=O)c3cc(C4CC4)[nH]n3)C2)c1 (stereo not drawn)	2.1	-3.7	2.6	19.8	0.2	-5.2	10.7	9.4	0.3	11.1	-3.4
O=C(CN1C(=O)NC2(CCCCCCC2)C1=O)Nc1ccc(Cl)cc1	3.6	12.9	-40.7	4.8	-2.3	-7.6	4.4	-42.4	-0.1	21.1	-4.6
O=C(O)c1ccc(Cn2cc(Cl)cn2)cc1	0.4	10.7	-6.7	0.3	-0.8	-7.2	3.1	-18.9	-0.1	3.3	7.2
O=C1CSC(c2cccc([N+](=O)[O-])c2)N1C1CC2CCC1C2 (stereo not drawn)	3.7	6.4	11.0	-14.3	-0.4	-4.3	10.9	-12.9	0.0	-24.6	6.8
COc1ccc(S(=O)(=O)NCCOc2cccc3cccnc23)cc1OC	nt	17.2	-9.6	-12.2	-0.8	10.8	10.9	-29.8	-0.1	29.3	3.2
Cn1c(/C(C#N)=C(\O)c2ccc([N+](=O)[O-])s2)nc2ccccc21	-1.6	-18.9	-14.7	-8.9	-0.3	1.7	-33.3	-29.2	0.1	-40.5	-1.5
O=C(COC(=O)/C=C/c1cccc(Br)c1)NCc1cccs1	nt	7.9	9.8	-18.3	-3.1	0.5	-3.8	11.5	-0.3	3.9	-5.6
COc1ccc2[nH]c(C(=O)N3CCC(Cc4ccccc4)CC3)cc2c1	0.3	6.0	13.2	13.1	-0.2	-23.4	6.7	-9.5	0.0	8.4	-4.4
CCOc1ccc(-c2n[nH]c(C(=O)NN)c2C)cc1	2.2	-46.8	-8.7	-0.8	-2.2	11.4	-37.6	-55.5	-0.4	-92.1	9.8
O=C(Nc1ccccc1C(=O)N1CCCCC1)c1ccco1	4.4	14.3	-5.5	15.8	-0.5	-1.4	3.8	12.6	-0.1	3.6	-13.1
Cc1nc(N2CCN(Cc3ccccc3)CC2)nc2c1CCC2	6.8	10.2	-4.6	-15.5	-1.8	60.2*	12.4	0.4	0.3	5.4	-9.1
Cc1nc(Nc2ccc(Cl)cc2)c2nnn(Cc3ccccc3)c2n1	-1.8	1.6	9.4	12.7	-0.4	27.1	12.0	2.2	1.2	6.7	-15.6
COc1ccc2c(c1)[nH]c1c(=O)n(Cc3ccccn3)cnc12	-1.2	-45.8	-1.3	2.6	-0.8	-1.6	-21.2	-8.4	0.0	1.3	-4.5
COc1ccc([N+](=O)[O-])cc1NC(=O)CSc1ccccc1	3.1	-10.2	-6.4	-9.3	-1.6	5.1	-3.1	1.7	-0.3	-4.3	1.3

Later entries.
SMILES	NR2E3 ag-1	HIF-2a block	MITF TRPM1 inh	CF NFkB inh	hiPSC survival	TWEAK Fn14 block	Peg3 promoter	NR2E3 ag-2	aDG glyco up	Shn3 3UTR inh	KKLEB tox
CCC(=O)Oc1ccc(C(=O)Nc2cccc(C(=O)NCC(C)C)c2)cc1	-1.7	9.9	-3.0	-3.0	3.2	-19.5	1.5	-20.8	0.1	9.2	4.4
C#CCSc1nnnn1-c1cccc(Cl)c1	1.7	16.9	4.2	2.9	0.0	-3.1	-1.8	8.4	0.0	-0.8	-2.4
COc1ccc(Cl)cc1Nc1nnc(-c2ccncc2)s1	-0.9	-27.8	-1.5	6.2	-0.4	-7.7	-10.0	-5.0	0.3	12.8	2.8
Fc1ccc(CNC(=S)Nc2cccc(C(F)(F)F)c2)cc1	-1.4	1.5	-1.4	1.7	-1.7	10.4	68.6*	33.1	-0.1	-0.6	-0.1
CC(C)(C)c1ccc(C(=O)N2CCC(C(=O)NC3CC3)CC2)cc1	4.9	-12.7	-20.0	-22.2	-0.7	-2.6	-38.8	-120.0	-0.1	-15.8	-6.0
FC(F)(F)c1ccccc1NC(=S)N1CCN(c2ccccn2)CC1	-0.6	9.4	26.3	-5.4	1.0	-1.5	7.5	8.3	1.1	14.8	4.3
O=C(c1ccccc1)N(Cc1cccnc1)C1(C(=O)Nc2ccccc2)CCCCC1	0.5	4.6	-7.3	-13.6	0.8	-2.9	11.0	-19.5	0.2	37.9	-3.4
O=C(Nc1cccc(C(=O)Nc2ccccc2C(=O)O)c1)c1cccc(Cl)c1	0.0	19.1	5.7	2.9	-0.6	1.5	14.9	4.4	0.1	-37.0	4.5
COc1ccc(-c2csc(N3CCN(S(=O)(=O)c4ccc5c(c4)NC(=O)CO5)CC3)n2)cc1	0.3	6.3	11.6	-21.6	-0.1	18.2	28.1	9.4	3.1	54.1	14.2
CCOc1cccc(C(=O)NCc2ccccc2)c1	4.8	-5.2	7.7	-29.6	1.1	5.4	-6.0	1.1	0.2	-4.6	0.0
CC(C)CCNC(=O)CN(C(=O)Cn1nnc(-c2ccc(F)cc2)n1)C1CCCC1	-0.3	13.8	6.3	-7.4	-2.7	2.0	13.4	3.7	-0.2	0.7	7.1
CCCCOC(=O)c1cc(Cl)c(O)c(OC)c1	-3.8	11.8	-8.7	-13.7	-0.3	-4.4	4.9	-15.3	0.0	8.6	11.9
O=C(NCCNC(=O)c1ccco1)c1ccc(F)cc1	1.1	4.9	11.3	13.1	0.6	5.9	-11.9	-5.6	-0.1	-2.1	3.6
C=CCC[C@H](Cc1ccc(F)cc1)C(=O)OC[C@@H](NC(=O)[C@@H](CC=C)CC(=O)N[C@@H](CO)Cc1ccccc1)C(C)(C)C	nt	11.3	4.3	28.1	3.0	28.1	28.3	20.7	0.4	15.4	-10.4
Cc1nccn1-c1ncnc2sc3c(c12)CCCC3	-3.5	15.4	-14.9	20.8	0.8	7.7	5.1	-2.1	0.0	-9.9	0.2
O=C1c2ccccc2C(=O)N1CC1c2ccccc2CCN1S(=O)(=O)c1ccccc1 (stereo not drawn)	1.1	8.7	-6.0	1.3	-2.7	4.1	7.2	-23.9	-0.2	-3.7	-4.1
Cc1cccn2cc(CSc3ccccc3N)nc12	-0.2	-113.2	-50.9	5.1	0.2	26.6	-209.0	-108.3	0.3	-36.1	-2.3
COc1cc(OC)cc(-c2sc3ccc(OC)cc3c2C#CC2(N)CCCCC2)c1	nt	0.5	-4.3	32.8	1.8	-11.6	94.9*	-5.0	3.1	-4.5	-29.2
Cc1ccc2cc(C)c(N3CCN(c4ccccn4)CC3)nc2c1	3.6	-140.7	-15.6	-4.0	-0.1	-47.4	-42.4	-19.5	0.0	5.3	5.1
O=C(Nc1ccccc1)Nc1sccc1-c1nc2ccccc2s1	-2.2	-61.9	-5.4	22.7	-0.7	-2.9	-2.9	-18.6	0.2	-13.4	-15.2
CC1CCCCN1CCCNC(=O)Cn1ncc2c([nH]c3ccccc32)c1=O (stereo not drawn)	-0.4	8.8	-0.9	-20.7	-0.4	-2.1	-21.4	-37.9	-0.2	-3.5	9.3
COc1cc2c(cc1OC)CN(CC(=O)Nc1ccccc1C#N)CC2	1.8	9.1	27.3	-0.6	0.2	-8.0	9.5	-0.1	0.0	-17.3	-4.4
CC(C)CN(C(=O)COC(=O)CCc1c[nH]c2ccccc12)C1CCS(=O)(=O)C1 (stereo not drawn)	1.6	9.9	0.9	-17.2	0.3	4.4	20.3	-12.6	0.1	8.7	-2.2
O=C(NC1CCCCCC1)C1CCN(C(=O)c2ccc(Br)cc2)CC1	-2.7	19.6	1.0	-21.0	0.7	-9.7	10.5	-2.0	0.3	2.7	20.4
CC(C)N1CC=C2C(C#N)=C(N)C(C#N)(C#N)C(c3ccccc3)C2C1 (stereo not drawn)	2.0	15.9	8.3	-0.5	-2.1	12.0	-0.4	-20.9	0.0	-18.0	-21.8
Cn1c(N)c(C(=O)COC(=O)/C=C/c2ccccc2)c(=O)n(C)c1=O	nt	-14.6	-13.4	27.2	1.3	30.9	-5.7	-18.6	0.0	18.6	-0.1
C=C(C)C1CC=C(C)/C(=N/NC(=O)COc2cccc(C)c2)C1 (stereo not drawn)	2.1	-44.3	-22.3	-14.0	2.2	-11.2	-14.6	-24.0	-0.1	-6.4	-13.0
